Source: PubChem BioAssay (several laboratories)
XIAP displacement – XIAP antagonists, biochemical, IAP family, fluorescence polarization (AID 1018). XIAP BIR domain, fluorescence polarization peptide displacement; higher % means a stronger effect. displacement, % at 20 µM; hits with a dose series show IC50 in µM. 200,000 tested, 0.007% active; in the data active = displacement above about 50%; note: a part of the inactive calls stands beside numbers as strong as those of hits
SV40 large T antigen – SV40 large T antigen inhibitors, biochemical (AID 1903). inhibition, % at 20 µM; hits with a dose series show IC50 in µM. SV40 large T antigen ATPase/helicase inhibition assay; higher % means a stronger effect. 310,000 tested, 0.39% active; in the data active = a potency from the dose series; inconclusive = inhibition mostly from about 32% at the one dose, without a potency; inactive = the rest, 99 in 100 with inhibition below about 32%; note: strong numbers were not always called active
RSV antiviral HEp-2 – inhibition of RSV-induced cytopathic effect – HEp-2 cells, primary 10 µM value included (AID 2391). 310,000 tested, 0.13% active. one-dose CPE inhibition, % at 10 µM; IC50 in µM for titrated hits. HEp-2 cells, RSV-induced CPE inhibition; higher % means a stronger effect; in the data active = a potency from the dose series; inconclusive = CPE inhibition mostly from about 23% at the one dose, without a potency; inactive = the rest, 99 in 100 with CPE inhibition below about 21%; note: strong numbers were not always called active
Siah-1 displacement – blockers of Siah-1 interaction with plectin peptide – biochemical, fluorescence polarization, rhodamine-plectin, uHTS, primary screen (AID 1817); Siah-1 / rhodamine-plectin peptide fluorescence polarization; higher % means a stronger effect; displacement, % at 20 µM, or IC50 in µM where a hit was titrated; 290,000 tested, 0.02% active;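 active = displacement of at least 50% at 20 µM, with a fluorescence ratio check between 0.3 and a set limit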;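 note: plate controls were Siah plus tracer with DMSO for no effect and tracer alone without Siah for full effect; strong numbers were not always called active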
AID2073 – disruptors of CaV2.2 binding to Mint1 – biochemical, HTRF (AID 2073); HTRF protein-protein interaction, Mint1-CaV2.2; higher % means a stronger effect; inhibition, % at 20 µM; hits with a dose series show IC50 in µM; 290,000 tested, 0.19% active; in the data active = inhibition mostly above about 51%, no sharp cut-off; inconclusive = no clear call, values can overlap the other calls; inactive = mostly below about 53%; note: some results filed as inactive read as strong as hits
Dengue-2 NS5 capping – flavivirus cap methylation enzyme inhibition – biochemical, confirmation dose response, primary screen (AID 588689). Dengue-2 NS5 methyltransferase capping enzyme assay, biochemical; higher % means a stronger effect. inhibition, % at 25 µM; hits with a dose series show IC50 in µM. 340,000 tested, 0.3% active; in the data active = a potency from the dose series; inconclusive = inhibition above about 29% without an active follow-up result
HIV peptide binding – cell-free HIV fusion peptide-binding blockers – biochemical, uHTS, fluorescence dequenching, primary screen (AID 1986); cell-free peptide binding, fluorescence dequenching, 30 min; higher % means a stronger effect; inhibition, % at 20 µM; hits with a dose series show IC50 in µM; 290,000 tested, 0.3% active; in the data active = inhibition mostly above about 52%, no sharp cut-off; inactive = mostly below about 76%; note: some results filed as inactive read as strong as hits
Rac1 GTP hydrolysis – MgcRacGAP GTPase-activating activity inhibitors, confirmation, biochemical, ADP Hunter fluorescence | MgcRacGAP-stimulated Rac1 GTP hydrolysis, ADP Hunter fluorescence; higher % means a stronger effect; GST-tagged Rac1 F28L mutant substrate | inhibition, % at 30 µM, or IC50 in µM where a hit was titrated | 340,000 tested, 0.6% active;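 active = first-screen hits whose inhibition reached a set limit at any dose in the follow-up dose series; inconclusive = inhibition above the set first-screen limit but never retested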;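 note: fluorescence reports GDP produced by GAP-driven GTP hydrolysis; strong numbers were not always called active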
LYP inhibition – PTPN22 lymphoid phosphatase activity blockers – biochemical, fluorescence intensity, uHTS (AID 1779); recombinant LYP phosphatase, fluorescence intensity; higher % means a stronger effect; inhibition, % at 11.5 µM, or IC50 in µM where a hit was titrated; 290,000 tested, 0.054% active; in the data active = inhibition above about 50%;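 note: plate controls were vehicle with enzyme for no effect and no enzyme for full effect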
Dengue-2 NS5 capping pilot replicate – further read-out of Dengue-2 NS5 capping, marked with its call; inhibition, %; measured here: pilot screen replicate inhibition
Active calls of the source: *; ? = inconclusive; · = no result given.

SMILES	XIAP displacement	SV40 large T antigen	RSV antiviral HEp-2	Siah-1 displacement	AID2073	Dengue-2 NS5 capping	HIV peptide binding	Rac1 GTP hydrolysis	LYP inhibition	others
CCOc1ccc(N2C(=O)Nc3ccccc3C2(O)C(=O)NCc2ccc(F)cc2)cc1 (stereo not drawn)	-5.0%	4.1%	0.5%	-4.8%	-3.5%	-4.4%	-0.9%	11.1%	-3.0%
CCOc1ccc(NC(=O)C2CCCN2C(=O)OCc2ccccc2)cc1 (stereo not drawn)	-5.8%	11.7%	3.2%	-6.8%	-4.2%	0.0%	-0.8%	-7.4%	-8.4%
O=C(CSc1nnc(CNC(=O)C23CC4CC(CC(C4)C2)C3)n1-c1ccccc1)Nc1ccc(F)cc1	-1.4%	8.1%	2.2%	5.0%	-5.7%	-3.6%	-1.0%	8.7%	-1.0%
O=C(CSc1ccc(Br)cc1)NCC(c1cccs1)N1CCOCC1 (stereo not drawn)	·	6.3%	5.2%	·	·	-2.9%	·	8.4%	·
CCC(=O)Nc1ccc2c(c1)C(=O)N(C)C2=O	-2.0%	8.5%	-0.4%	0.1%	21.4%	-2.2%	-0.1%	12.5%	-4.2%
Cc1ccc(NC(=S)N(CCN(C)C)Cc2cccs2)cc1C	-3.8%	8.5%	-1.8%	-5.9%	-1.1%	-3.0%	-0.5%	-0.8%	0.1%
O=c1/c(=C\c2ccc3c(c2)OCO3)sc2n1CCCN=2	-3.5%	8.2%	-1.0%	4.9%	0.8%	-5.2%	-1.6%	8.3%	-4.2%
CC(NC(=O)COc1ccccc1-c1ccccc1)c1ccccc1 (stereo not drawn)	-2.0%	-0.2%	12.9%	-0.9%	-1.1%	-9.2%	-0.1%	8.8%	-7.9%
Cc1c(C(=O)N2CCCCC2)nn(-c2ccc(Cl)cc2)c(=O)c1C#N	-0.5%	-10.1%	-1.2%	1.7%	28.4%	-1.5%	-1.8%	2.0%	-0.6%
Cc1nc2ccccc2c(=O)n1NC(=O)c1c(O)c2c(n(CC(C)C)c1=O)CCCC2	-2.4%	-3.3%	14.8%	-1.1%	-1.1%	-9.1%	4.5%	1.9%	-2.6%
COc1ccc(CC(=O)Nc2c3c(nn2C(C)(C)C)CS(=O)C3)cc1 (stereo not drawn)	-2.2%	1.2%	0.7%	-4.8%	-6.9%	-0.7%	1.2%	0.9%	-5.8%
O=C(NCC1COc2ccccc2O1)C1(c2ccccc2)CCCC1 (stereo not drawn)	-17.0%	13.6%	0.2%	-4.7%	?	3.9%	-0.7%	-7.8%	-9.1%
COc1ccc(Br)cc1/C=N/Nc1cccc(C(=O)O)c1	-4.4%	10.0%	0.6%	1.2%	11.5%	5.8%	47.0%	4.1%	-3.8%
COc1ccc(C2=NN(C(=O)CSc3nc4ncc(Cl)cc4[nH]3)C(c3ccco3)C2)cc1 (stereo not drawn)	-2.2%	11.3%	14.7%	0.7%	14.1%	-16.8%	21.4%	17.5%	3.6%
O=C(Nc1ccccc1)c1ccccc1OCc1ccc(F)cc1	·	3.6%	5.0%	1.3%	14.5%	-1.3%	-2.5%	13.5%	-8.1%	Dengue-2 NS5 capping pilot replicate=-2.4
CCCCC(CC)C(=O)Nc1cc(C(=O)NCc2ccc(C)cc2)ccc1N1CCC2(CC1)CC(c1cccc(Br)c1)=NO2 (stereo not drawn)	·	12.0%	-0.2%	·	·	-13.2%	·	5.6%	·
C=CCSc1nnc(-c2cc3c(C(F)(F)F)nn(C)c3s2)n1C	-1.5%	13.8%	3.5%	2.8%	0.8%	-5.5%	0.3%	15.4%	-3.0%
CCOC(=O)C1=C(COc2ccccc2)NC(=O)NC1c1ccc(Cl)cc1 (stereo not drawn)	·	11.2%	2.4%	2.4%	18.9%	-8.2%	-1.5%	10.1%	-4.2%
Cc1ccc(NC(=O)c2cc(NC(=O)C3CC=CCC3C(=O)O)ccc2N2CCOCC2)cc1Cl (stereo not drawn)	-2.3%	18.9%	3.5%	-1.6%	0.7%	4.5%	5.8%	4.4%	4.0%
CNC(=O)/C(=C\C=C\c1ccccc1)NC(=O)c1ccc([N+](=O)[O-])cc1	2.1%	-0.6%	0.1%	6.7%	-14.8%	-28.1%	-1.3%	12.4%	1.6%
CNC(=O)N(C1=NCC(C)(C)S1)c1ccc(F)c(Cl)c1	-2.8%	1.0%	1.0%	-2.4%	1.1%	0.7%	1.4%	8.5%	-5.7%
COc1cc2cc(C#N)c(SCC(=O)N3CCOCC3)nc2cc1OC	-5.7%	7.6%	0.7%	3.5%	17.1%	-1.5%	2.8%	7.5%	-6.2%
Cc1nc2ccccc2n1CC(O)COCC1CC=CCC1 (stereo not drawn)	-5.0%	8.3%	-1.1%	-1.4%	4.6%	-5.4%	1.4%	0.3%	-5.1%
Oc1ccc2ccccc2c1CNc1ccc(Br)cc1	·	0.6%	6.8%	0.0%	-11.4%	·	-1.6%	·	-2.3%
CC1=C(C(=O)Nc2ccccc2)C(c2ccccc2)N2C(=O)CSC2=N1 (stereo not drawn)	-2.2%	-0.9%	0.5%	-0.1%	-7.4%	-12.4%	1.7%	11.9%	0.2%
C=C(C)CN1CCN(c2ccc(N3C(=O)CCCC3=O)cc2[N+](=O)[O-])CC1	2.5%	15.9%	1.3%	-1.9%	5.7%	-6.4%	-1.7%	-10.6%	-4.0%
Nc1ccc(-c2nc3ncccc3o2)c(O)c1	·	11.3%	1.9%	-0.4%	22.2%	-5.9%	0.5%	9.6%	-16.6%
Cn1cccc1-c1nc2ccccc2n1Cc1ccccc1	-4.1%	4.2%	7.7%	-0.9%	7.2%	-2.3%	-0.4%	4.1%	-5.9%
COc1ccc(C(=O)Nc2ccc(NC(=O)c3cc(OC)c(OC)c(OC)c3)cn2)cc1	·	2.9%	3.4%	-5.3%	11.7%	0.8%	0.8%	11.4%	-11.4%
O=c1[nH]c(SCc2ccc(Cl)cc2)nc2c1CCC2	-6.6%	8.0%	-0.7%	2.3%	-1.9%	-14.8%	-2.8%	-0.2%	-11.8%
Oc1cccc(/C=N/Nc2ccc(Cl)nn2)c1O	·	10.7%	2.7%	-7.6%	0.1%	1.9%	0.7%	11.9%	-3.0%
COCCN(Cc1cc2cc3c(cc2nc1Cl)OCO3)C(=O)c1cccc(C)c1	·	12.7%	0.3%	0.2%	25.0%	0.0%	-0.9%	10.1%	2.7%
COc1ccc(C2OC(=O)CC2C(=O)NCc2ccccc2Cl)cc1OC (stereo not drawn)	-4.5%	-3.6%	0.2%	2.4%	-8.7%	-0.8%	-0.9%	5.5%	-5.5%
COc1ccc(C(=O)NNC(=O)CNC(=O)C2CCCCC2)cc1	-6.1%	4.3%	0.7%	4.8%	-8.1%	0.8%	-0.1%	-2.2%	-12.3%
CCOc1cc(S(=O)(=O)NCCc2cccc(C)c2)c(OCC)cc1-n1cnnn1	-0.8%	11.7%	3.1%	-6.7%	2.3%	0.7%	0.0%	0.1%	-10.3%
CCOC(=O)c1ccoc1CSCc1ccc(C(=O)OC)o1	-4.6%	-5.6%	1.2%	-0.2%	-8.1%	6.1%	10.3%	6.1%	1.9%
CCOc1ccccc1-n1c(SCC(N)=O)nnc1-c1ccco1	-5.8%	5.7%	2.8%	1.8%	1.8%	2.4%	-0.2%	2.3%	-11.8%
Cc1nc(=O)c(-c2ccccc2)c(C)n1-c1ccc(C(=O)O)cc1	2.0%	4.1%	0.0%	-1.4%	-10.2%	-7.5%	1.0%	8.8%	0.8%	Dengue-2 NS5 capping pilot replicate=0.3
COc1ccc(CCNC(=O)COc2ccc(C)nc2[N+](=O)[O-])cc1OC	-2.3%	11.2%	-2.2%	-2.5%	0.9%	-5.3%	1.8%	9.1%	-5.2%
COc1cc(OC)cc(-n2nnnc2SCC(=O)NCCc2ccc(OC)c(OC)c2)c1	-0.1%	-3.2%	1.6%	-4.2%	-1.2%	4.7%	-0.9%	7.2%	-5.0%
CS(=O)(=O)C1=NN2C(=N)/C(=C\c3ccc(OC(=O)c4ccco4)cc3)C(=O)N=C2S1	·	18.5%	1.1%	10.6%	1.2%	-21.1%	47.6%	·	-1.2%
O=C(COC(=O)c1ccc(F)c(S(=O)(=O)N2CCOCC2)c1)NCc1ccco1	·	17.0%	1.9%	8.8%	-4.9%	1.3%	0.9%	-1.2%	-7.9%
CN1CCC(N(C)C(=O)CCc2nc3ccccc3n2-c2ccccc2)CC1	-4.7%	1.2%	-0.3%	14.4%	-6.3%	-6.7%	0.6%	0.8%	-5.0%
CCOC(=O)c1cc(NC(=O)COc2ccc([N+](=O)[O-])cc2)cc(C(=O)OCC)c1	-6.1%	3.3%	2.0%	4.9%	9.1%	0.0%	1.8%	3.6%	-4.4%
Cc1ccc2nc(-c3sc4nc(C)ccc4c3N)[nH]c2c1	-2.0%	5.9%	11.1%	-2.7%	0.5%	-3.2%	9.4%	14.2%	1.8%
Nc1ccc(Oc2ccc(Cl)cc2)cc1	0.6%	17.4%	2.0%	3.4%	-3.0%	-2.8%	-1.4%	9.4%	-3.7%
N#Cc1ccc(-c2nc3ccc(Br)cc3c(=O)n2O)cc1	·	-19.7%	3.2%	-0.6%	19.5%	-5.3%	1.2%	8.6%	-8.6%
O=C(Cn1nnc(-c2cccs2)n1)N1c2ccccc2Sc2ccc(C(F)(F)F)cc21	·	4.3%	5.0%	·	·	-0.8%	·	7.0%	·
COCCN(C(=O)C1CCC1)c1nnc(-c2cccnc2)s1	-8.7%	8.2%	0.8%	-4.5%	-7.9%	2.2%	-0.2%	0.2%	-7.6%
CC(Sc1nnc(-c2ccc(O)cc2)o1)C(=O)Nc1cccc2ccccc12 (stereo not drawn)	-3.5%	12.7%	2.8%	-2.7%	-7.7%	-6.5%	2.1%	10.9%	-4.0%
CCOC(=O)N1CCN(C(=O)CCn2c(=S)[nH]c3ccccc3c2=O)CC1	·	8.8%	-0.8%	0.3%	-17.3%	-6.8%	-0.9%	7.5%	-13.6%
COc1cc(NC(=O)c2ccc3c(c2)OCCO3)ccc1NC(=O)c1ccco1	-5.2%	8.2%	0.4%	-0.7%	-1.9%	0.7%	-0.3%	2.8%	3.3%

Structures shown so far that contain a cyano group (3):
SMILES	XIAP displacement	SV40 large T antigen	RSV antiviral HEp-2	Siah-1 displacement	AID2073	Dengue-2 NS5 capping	HIV peptide binding	Rac1 GTP hydrolysis	LYP inhibition	others
Cc1c(C(=O)N2CCCCC2)nn(-c2ccc(Cl)cc2)c(=O)c1C#N	-0.5%	-10.1%	-1.2%	1.7%	28.4%	-1.5%	-1.8%	2.0%	-0.6%
COc1cc2cc(C#N)c(SCC(=O)N3CCOCC3)nc2cc1OC	-5.7%	7.6%	0.7%	3.5%	17.1%	-1.5%	2.8%	7.5%	-6.2%
N#Cc1ccc(-c2nc3ccc(Br)cc3c(=O)n2O)cc1	·	-19.7%	3.2%	-0.6%	19.5%	-5.3%	1.2%	8.6%	-8.6%
